Screening data: PubChem BioAssay, several laboratories
GDH-TPI inh: GDH-TPI coupled enzyme inhibition counter-screen. 360,000 compounds, 1.2% hits. AID 588335. GDH-TPI coupled enzyme counterscreen, NADH absorbance. inhibition, % at 4.8 µM; in the data active means inhibition above about 30%;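 further: 0% = DMSO wells and 100% = wells lacking the enzyme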
PriA SSB inh: blocks PriA binding to SSB C-terminal tail | AlphaScreen SSBct-PriA binding, biotinylated peptide | inhibition, % at 33 µM | 430,000 compounds, 0.6% hits | AID 1272365; in the data active means inhibition mostly above about 37%, no sharp cut-off; inactive means mostly below about 20%;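 further: plate controls were negative control peptide for no effect and reference peptide for full effect; strong numbers were not always called active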
UGM FP inh: Mtb UDP-galactopyranose mutase inhibition; purified UGM, fluorescence polarization probe displacement; inhibition, % at 10 µM; 320,000 compounds, 0.06% hits; AID 504406; in the data active means inhibition above about 10%, passing the limit was not always enough
Target sequence (P9WIQ1 whole entry, looked up): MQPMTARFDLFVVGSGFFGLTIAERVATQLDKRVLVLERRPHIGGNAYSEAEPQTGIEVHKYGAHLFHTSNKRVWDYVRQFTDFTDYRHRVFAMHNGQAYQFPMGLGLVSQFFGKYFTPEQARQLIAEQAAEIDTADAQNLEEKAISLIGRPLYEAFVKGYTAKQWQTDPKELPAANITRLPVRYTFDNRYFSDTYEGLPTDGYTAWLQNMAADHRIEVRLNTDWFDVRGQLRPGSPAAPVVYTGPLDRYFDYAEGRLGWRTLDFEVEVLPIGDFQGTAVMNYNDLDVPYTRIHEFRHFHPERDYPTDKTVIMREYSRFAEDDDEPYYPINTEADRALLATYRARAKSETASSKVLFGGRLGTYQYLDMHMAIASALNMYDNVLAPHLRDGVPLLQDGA
BH1578 lux ind: quorum light induction in luxS cqsA deficient V. cholerae; 350,000 compounds, 0.16% hits; activation, % at 18.7 µM; V. cholerae BH1578 lux reporter, luminescence, 6 h; in the data active means activation mostly above about 9.7%, no sharp cut-off; further: not every result past the cut was called active; inactives centre near 0; reference of the scale not given here
DUSP3 inh: blocks human VHR1 dual specificity phosphatase; AID 1654; 290,000 compounds, 0.52% hits; recombinant VHR phosphatase, pNPP absorbance; inhibition, % at 13.3 µM; in the data active means inhibition above about 50%; further: some compounds called inactive have numbers as strong as hits
Mtb BioA inh: BioA (M. tuberculosis) enzyme inhibition; purified M. tuberculosis BioA enzyme, plate reader; inhibition, % at 9.99 µM; 360,000 compounds, 0.096% hits; AID 602481; in the data active means inhibition above about 40%
Rv3671c protease: inhibits the M. tuberculosis serine protease Rv3671c; P9WHR9; inhibition, % at 5.96 µM; 320,000 compounds, 0.048% hits; in the data active means inhibition above about 38%;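 further: extracellular domain of Rv3671c used as enzyme; 0% = enzyme with DMSO and 100% = no enzyme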
MazF activator: MazEF (E. coli) toxin RNase activation | 350,000 compounds, 0.32% hits | P0AE70 | FAM/BHQ RNA-DNA oligo cleavage fluorescence, 5 h | activation, % at 20 µM; in the data active means activation above about 50%
Target sequence (P0AE70 whole entry, looked up): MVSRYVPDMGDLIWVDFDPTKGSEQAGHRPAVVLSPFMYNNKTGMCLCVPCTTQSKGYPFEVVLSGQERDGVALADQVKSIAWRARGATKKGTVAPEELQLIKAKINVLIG
FBA Mtb inh: inhibitors of M. tuberculosis fructose-bisphosphate aldolase | P9WQA3 | purified M. tuberculosis FBA, fluorescence read-out | inhibition, % at 1 µM | 360,000 compounds, 2.3% hits | AID 588726; in the data active means inhibition above about 27%;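 further: 0% = vehicle and 100% = reference inhibitor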
SARS 3CLpro inh: SARS-CoV 3CLpro protease inhibition; inhibition, % at 6 µM; recombinant SARS-CoV 3CLpro, quenched FRET peptide cleavage; 290,000 compounds, 0.14% hits; in the data active means inhibition above about 12%
* marks the source's active call; other numbers are inactive results; i = inactive; . = no result given.

Assay codes: A = GDH-TPI inh; B = PriA SSB inh; C = UGM FP inh; D = BH1578 lux ind; E = DUSP3 inh; F = Mtb BioA inh; G = Rv3671c protease; H = MazF activator; I = FBA Mtb inh; J = SARS 3CLpro inh
COC(=O)c1c(C)[nH]c(C(=O)C(C)OC(=O)c2c(C)noc2C)c1C (configuration not stated)
  A: 15.4; B: -11.7; C: 2.4; D: -3.2; E: .; F: -0.5; G: 0.1; H: -0.9; I: 1.8; J: .
COC(=O)CN1C(=O)COc2ccc(S(=O)(=O)N3CCCC3)cc21
  A: -0.9; B: -14.3; C: -0.2; D: i; E: 2.8; F: 2.2; G: 0.7; H: -26.5; I: 2.6; J: 5.7
COc1cccc(OCc2cc(C(=O)N(C)C3CCOCC3)no2)c1
  A: -7.5; B: 1.2; C: 4.4; D: 2.3; E: -6.8; F: -0.7; G: 3.6; H: -2.6; I: 3.9; J: -8.2
CCCCn1[nH]c(-c2ccccc2)cc1=O
  A: 5.6; B: -6.6; C: 0.4; D: -0.3; E: 1.7; F: .; G: -146.9; H: 5.1; I: 2.8; J: -1.0
CCCCCCNC(=O)c1c(O)c2cccc3c2n(c1=O)CCC3
  A: 4.7; B: -1.3; C: 0.8; D: 16.7*; E: 31.8; F: -1.8; G: -3.0; H: -0.2; I: 1.2; J: -0.1
CC(C)C[C@H]1CN=C(Nc2ccccc2)N1CCCC1CCCCC1
  A: -7.6; B: 4.6; C: -1.6; D: i; E: 16.6; F: -0.1; G: -6.0; H: 20.6; I: 0.2; J: -3.4
O=C(C1COc2ccccc2O1)N1CCN(c2ccccc2O)CC1 (configuration not stated)
  A: -0.3; B: 7.8; C: -1.1; D: i; E: .; F: -0.2; G: -3.0; H: 5.1; I: 1.7; J: .
CCn1nc(C)c(NC(=O)/C=C/c2cnn(C)c2)c1C
  A: -1.2; B: -14.1; C: 4.1; D: -0.2; E: 23.5; F: -0.3; G: -3.8; H: 0.8; I: 3.0; J: -1.6
COc1ccc(CCN2CC(C#N)=C3c4cc(OC)c(OC)cc4CCN3C2)cc1OC
  A: 24.4; B: -5.6; C: 1.6; D: -0.2; E: 17.0; F: 17.7; G: -2.5; H: 4.7; I: 1.1; J: -5.9
O=C(NCc1ccco1)C1CN(S(=O)(=O)c2ccccc2)CCN1S(=O)(=O)c1ccccc1 (configuration not stated)
  A: 1.9; B: -23.4; C: -0.4; D: i; E: 25.2; F: 0.7; G: 1.6; H: -0.6; I: 3.8; J: -1.0
Cc1nc2ccccc2c(=O)n1/N=C/c1cn(-c2ccccc2)nc1-c1cccs1
  A: 11.7; B: .; C: -2.0; D: i; E: -3.8; F: 0.3; G: 2.2; H: -1.1; I: -1.6; J: 3.4
CCCOC(=O)C1[C@H]2C(=O)N(CCCOC)C[C@]23C=C[C@H]1O3 (some centres not stated)
  A: -10.2; B: -6.6; C: 2.6; D: -0.4; E: -7.5; F: -0.8; G: 0.5; H: 8.5; I: 1.4; J: 4.8
Cc1nc(N2CCOCC2)c2c(C)c(C(=O)Nc3ccccc3Cl)sc2n1
  A: 30.9*; B: -3.0; C: -2.8; D: -0.6; E: 1.2; F: 0.1; G: 16.7; H: -0.7; I: -2.6; J: 1.0
O=C1/C(=C/c2ccccn2)SC(=S)N1c1cccc(O)c1
  A: 0.3; B: -2.2; C: -0.9; D: 3.7; E: -3.6; F: .; G: 3.2; H: 18.3; I: 4.2; J: 1.3
COc1ccc(NC(=S)NNC(=O)c2ccc(S(=O)(=O)N3CCOCC3)cc2)cc1
  A: 4.7; B: -12.0; C: -1.7; D: -0.2; E: 13.0; F: -0.4; G: 1.7; H: -27.7; I: -2.4; J: -2.2

In the list so far, these contain sulfur.
Assay codes: A = GDH-TPI inh; B = PriA SSB inh; C = UGM FP inh; D = BH1578 lux ind; E = DUSP3 inh; F = Mtb BioA inh; G = Rv3671c protease; H = MazF activator; I = FBA Mtb inh; J = SARS 3CLpro inh
COC(=O)CN1C(=O)COc2ccc(S(=O)(=O)N3CCCC3)cc21
  A: -0.9; B: -14.3; C: -0.2; D: i; E: 2.8; F: 2.2; G: 0.7; H: -26.5; I: 2.6; J: 5.7
O=C(NCc1ccco1)C1CN(S(=O)(=O)c2ccccc2)CCN1S(=O)(=O)c1ccccc1 (configuration not stated)
  A: 1.9; B: -23.4; C: -0.4; D: i; E: 25.2; F: 0.7; G: 1.6; H: -0.6; I: 3.8; J: -1.0
Cc1nc2ccccc2c(=O)n1/N=C/c1cn(-c2ccccc2)nc1-c1cccs1
  A: 11.7; B: .; C: -2.0; D: i; E: -3.8; F: 0.3; G: 2.2; H: -1.1; I: -1.6; J: 3.4
Cc1nc(N2CCOCC2)c2c(C)c(C(=O)Nc3ccccc3Cl)sc2n1
  A: 30.9*; B: -3.0; C: -2.8; D: -0.6; E: 1.2; F: 0.1; G: 16.7; H: -0.7; I: -2.6; J: 1.0
O=C1/C(=C/c2ccccn2)SC(=S)N1c1cccc(O)c1
  A: 0.3; B: -2.2; C: -0.9; D: 3.7; E: -3.6; F: .; G: 3.2; H: 18.3; I: 4.2; J: 1.3
COc1ccc(NC(=S)NNC(=O)c2ccc(S(=O)(=O)N3CCOCC3)cc2)cc1
  A: 4.7; B: -12.0; C: -1.7; D: -0.2; E: 13.0; F: -0.4; G: 1.7; H: -27.7; I: -2.4; J: -2.2

These rows are one share of the data (hit frequency here may not be typical).
